MCL1-BIM inh = inhibitors of human MCL1 binding to BIM-BH3 peptide; Q07820; GST-MCL1 / FITC-Bim-BH3 fluorescence polarization; inhibition, % at 10.9 µM; 320,000 tested, 0.68% active;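 active = inhibition above the mean inhibition of all tested compounds plus 3 SD, set per campaign, cut at about 40% in these data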;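 also: 0% = DMSO wells and 100% = unlabeled Bim-BH3 peptide control; higher means more loss of mP so more displacement of Bim peptide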
Target sequence (Q07820 whole entry, looked up): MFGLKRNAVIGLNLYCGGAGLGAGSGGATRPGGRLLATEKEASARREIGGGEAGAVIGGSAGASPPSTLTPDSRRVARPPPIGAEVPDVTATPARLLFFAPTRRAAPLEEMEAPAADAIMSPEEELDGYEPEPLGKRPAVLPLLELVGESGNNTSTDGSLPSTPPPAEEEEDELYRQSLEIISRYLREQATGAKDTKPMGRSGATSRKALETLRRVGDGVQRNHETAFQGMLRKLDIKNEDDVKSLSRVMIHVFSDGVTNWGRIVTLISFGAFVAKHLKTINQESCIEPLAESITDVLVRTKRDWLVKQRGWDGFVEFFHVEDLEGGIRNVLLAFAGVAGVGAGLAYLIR
AGP1-GFP MLPCN = modulators of TOR pathway AGP1-GFP in S. cerevisiae; GFP response vs DMSO, % at 10 µM; S. cerevisiae AGP1-GFP multiplex flow cytometry, 3 h; GFP as percent of DMSO wells; 320,000 tested, 0.02% active; AID 2066;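 active = GFP response relative to DMSO above a set limit, near screen average plus 3 SD, cut at about 150% in these data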;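 also: median GFP channel fluorescence of the gated AGP1 strain per well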
VLA-4 inh = inhibition in a human VLA-4 binding assay. inhibition, % (about 7 µM as worked out from the volumes in the protocol). P13612. 330,000 tested, 0.2% active. VLA-4 expressing cells, ligand binding flow cytometry. AID 2557; in the data active = inhibition above about 50%
GLD-1 TGE inh = GLD-1-TGE RNA interaction inhibition (C. elegans). inhibition, % at 5.96 µM. purified GLD-1 + fluorescein TGE RNA, fluorescence polarization. AID 2280. 320,000 tested, 0.44% active;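 active = percent inhibition above a per-plate cutoff, the plate mean of test compounds plus 3 SD, cut at about 30% in these data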;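 also: 0% = DMSO wells with GLD-1 and probe and 100% = wells lacking GLD-1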
MEX-5 binding = C. elegans MEX-5 TCR-2 RNA binding activity | MEX-5/FITC-TCR2 RNA binding, fluorescence polarization; active compounds read low | 300,000 tested, 0.38% active | activity score (negative = inhibition of binding), % at 10 µM | AID 1832;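 active = inhibition past about -25% in most replicates, and total fluorescence under double the plate's negative control median, limit read from the data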;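 also: 0% = DMSO and -100% = 5 µM competing unlabeled TCR2 RNA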
GRK2 aptamer HTS = human GRK2 inhibition via aptamer displacement; 330,000 tested, 0.59% active; AID 488847; P25098; bead flow cytometry, FAM-aptamer displacement from GRK2; inhibition of aptamer binding, % at 10 µM;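 active = inhibition of aptamer binding above 40%, roughly 3 SD of noise, on plates passing a quality check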;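 also: median bead fluorescence of bound FAM aptamer so fluorescent compounds give negative values; no value below 0 was filed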
Target sequence (P25098 whole entry, looked up): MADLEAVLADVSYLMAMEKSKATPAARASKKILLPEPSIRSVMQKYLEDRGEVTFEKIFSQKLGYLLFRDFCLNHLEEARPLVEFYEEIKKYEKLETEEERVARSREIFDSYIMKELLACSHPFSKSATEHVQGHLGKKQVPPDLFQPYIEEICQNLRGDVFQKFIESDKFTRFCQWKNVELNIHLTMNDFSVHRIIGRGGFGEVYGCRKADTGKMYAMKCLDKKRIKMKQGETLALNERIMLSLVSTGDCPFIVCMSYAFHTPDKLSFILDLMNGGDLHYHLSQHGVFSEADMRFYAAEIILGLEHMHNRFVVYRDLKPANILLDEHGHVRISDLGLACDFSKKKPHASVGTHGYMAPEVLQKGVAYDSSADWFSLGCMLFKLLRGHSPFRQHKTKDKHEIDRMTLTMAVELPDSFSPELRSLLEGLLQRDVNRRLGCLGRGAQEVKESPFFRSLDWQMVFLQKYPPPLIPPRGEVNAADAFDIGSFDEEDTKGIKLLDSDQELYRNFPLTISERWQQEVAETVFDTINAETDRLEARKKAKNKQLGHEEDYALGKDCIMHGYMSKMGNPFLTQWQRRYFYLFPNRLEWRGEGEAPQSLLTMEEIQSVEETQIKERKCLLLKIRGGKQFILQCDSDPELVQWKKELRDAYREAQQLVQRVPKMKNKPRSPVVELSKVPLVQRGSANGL
Fam108B inh = counter-screen for RBBP9 inhibitors: inhibitors of mouse Fam108B | AID 1947 | inhibition, % at 9.51 µM | recombinant Fam108B, FP-Rh probe fluorescence polarization | 300,000 tested, 0.33% active;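 active = inhibition above the screen mean inhibition plus 3 SD, computed separately per campaign, cut at about 18% in these data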;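 also: inhibitors lower polarization as less probe binds the enzyme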
CIT2-GFP yeast = alters CIT2-GFP fluorescence in TOR pathway yeast screen; GFP response vs DMSO, % at 10 µM; S. cerevisiae CIT2-GFP strain, flow cytometry, 3 h; 100 means same as DMSO wells; 320,000 tested, 0.065% active; AID 2029;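 active = GFP response relative to DMSO above a set limit, near the screen mean plus 3 SD, cut at about 150% in these data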;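 also: ratio of well median GFP fluorescence to mean of DMSO wells on the plate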
BCLXL inh = inhibitors of human Bcl-xL. Q07817. GST-Bcl-xL / FITC-Bim BH3 peptide fluorescence polarization. inhibition, % at 10.9 µM. 320,000 tested, 0.7% active. AID 2129;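 active = inhibition above the mean of all tested compounds plus 3 SD, cutoff set per campaign, cut at about 30% in these data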;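 also: 0% = DMSO wells and 100% = unlabeled Bim-BH3 peptide competitor; inhibitors lower millipolarization by displacing the labeled peptide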
* marks the source's active call; other numbers are inactive results.

What do the screens show for `Nc1ccc(Oc2cc(N)cc(Oc3ccccc3)c2)cc1`?
MCL1-BIM inh: 1; AGP1-GFP MLPCN: 88; VLA-4 inh: 15; GLD-1 TGE inh: 1; MEX-5 binding: 1.7; GRK2 aptamer HTS: 7; Fam108B inh: -3; CIT2-GFP yeast: 86; BCLXL inh: 4

What do the screens show for `CCOc1ccc(NC(=O)CCC(=O)OC)cc1`?
MCL1-BIM inh: -2; AGP1-GFP MLPCN: 103; VLA-4 inh: 15; GLD-1 TGE inh: 11; MEX-5 binding: 0.0; GRK2 aptamer HTS: 2; Fam108B inh: -4; CIT2-GFP yeast: 102; BCLXL inh: -4

How did Cc1cc(NS(=O)(=O)c2ccc(NC(=O)CCc3ccccc3)cc2)no1 do in these assays?
MCL1-BIM inh: 3; AGP1-GFP MLPCN: 107; VLA-4 inh: 3; GLD-1 TGE inh: -3; MEX-5 binding: -3.7; GRK2 aptamer HTS: 2; Fam108B inh: 2; CIT2-GFP yeast: 106; BCLXL inh: 4

How did O=C(CNC(=O)c1ccc2c(c1)OCCO2)N/N=C/c1ccc([N+](=O)[O-])cc1 do in these assays?
MCL1-BIM inh: -1; AGP1-GFP MLPCN: 105; VLA-4 inh: 6; GLD-1 TGE inh: 7; MEX-5 binding: 0.3; GRK2 aptamer HTS: 0; Fam108B inh: -1; CIT2-GFP yeast: 105; BCLXL inh: 4

What do the screens show for `Cc1ccc(Oc2ncnc(N)c2[N+](=O)[O-])cc1`?
MCL1-BIM inh: -7; AGP1-GFP MLPCN: 105; VLA-4 inh: -7; GLD-1 TGE inh: -4; MEX-5 binding: 2.0; GRK2 aptamer HTS: 0; Fam108B inh: 0; CIT2-GFP yeast: 96; BCLXL inh: 2

What do the screens show for `CCc1ccc(OCC(=O)NNC(=O)Cc2ccc(S(=O)(=O)N3CCOCC3)s2)cc1`?
MCL1-BIM inh: -28; AGP1-GFP MLPCN: 106; VLA-4 inh: -15; GLD-1 TGE inh: -3; MEX-5 binding: -3.5; GRK2 aptamer HTS: 3; Fam108B inh: 1; CIT2-GFP yeast: 95; BCLXL inh: -12

How did CN1CCN(C(=O)C2CCN(S(=O)(=O)c3ccccc3[N+](=O)[O-])CC2)CC1 do in these assays?
MCL1-BIM inh: -4; AGP1-GFP MLPCN: 96; VLA-4 inh: 37; GLD-1 TGE inh: 11; GRK2 aptamer HTS: 2; CIT2-GFP yeast: 93; BCLXL inh: -1

Results for COc1ccccc1CNC(=O)COC(=O)Cc1cccc(F)c1 ?
MCL1-BIM inh: -1; AGP1-GFP MLPCN: 92; VLA-4 inh: 0; GLD-1 TGE inh: 1; GRK2 aptamer HTS: 0; CIT2-GFP yeast: 90; BCLXL inh: 4

Results for N#Cc1cccc(NCC(=O)Nc2cccc(S(=O)(=O)N3CCCCC3)c2)c1 ?
MCL1-BIM inh: -1; AGP1-GFP MLPCN: 106; VLA-4 inh: 14; GLD-1 TGE inh: 2; GRK2 aptamer HTS: 0; CIT2-GFP yeast: 94; BCLXL inh: -4

Results for CCn1c(Cc2ccccc2)nnc1SCC(=O)Nc1cc(C)on1 ?
MCL1-BIM inh: 3; AGP1-GFP MLPCN: 104; VLA-4 inh: 4; GLD-1 TGE inh: 10; MEX-5 binding: 0.7; GRK2 aptamer HTS: 2; Fam108B inh: 0; CIT2-GFP yeast: 93; BCLXL inh: -1

The last 2 compounds of the section above are carried over, then new ones follow.
Results for N#Cc1cccc(NCC(=O)Nc2cccc(S(=O)(=O)N3CCCCC3)c2)c1 ?
MCL1-BIM inh: -1; AGP1-GFP MLPCN: 106; VLA-4 inh: 14; GLD-1 TGE inh: 2; GRK2 aptamer HTS: 0; CIT2-GFP yeast: 94; BCLXL inh: -4

Results for CCn1c(Cc2ccccc2)nnc1SCC(=O)Nc1cc(C)on1 ?
MCL1-BIM inh: 3; AGP1-GFP MLPCN: 104; VLA-4 inh: 4; GLD-1 TGE inh: 10; MEX-5 binding: 0.7; GRK2 aptamer HTS: 2; Fam108B inh: 0; CIT2-GFP yeast: 93; BCLXL inh: -1

How did O=C(Cc1c(Cl)cccc1Cl)Nc1ccc(S(=O)(=O)Nc2ncccn2)cc1 do in these assays?
MCL1-BIM inh: 1; AGP1-GFP MLPCN: 105; VLA-4 inh: 15; GLD-1 TGE inh: 2; MEX-5 binding: -2.0; GRK2 aptamer HTS: 0; Fam108B inh: 1; CIT2-GFP yeast: 103; BCLXL inh: 0

Results for O=C(O)C1CCCCC1C(=O)Nc1ccc(S(=O)(=O)N2CCCCC2)cc1 (centres undefined) ?
MCL1-BIM inh: -4; AGP1-GFP MLPCN: 101; VLA-4 inh: 2; GLD-1 TGE inh: 7; MEX-5 binding: -2.5; GRK2 aptamer HTS: 3; Fam108B inh: 1; CIT2-GFP yeast: 107; BCLXL inh: 2

What do the screens show for `Cc1ccc([N+](=O)[O-])cc1Nc1nc(N2CCCC2)nc(N2CCCC2)n1`?
MCL1-BIM inh: 6; AGP1-GFP MLPCN: 91; VLA-4 inh: 12; GLD-1 TGE inh: -2; MEX-5 binding: -1.7; GRK2 aptamer HTS: 4; Fam108B inh: 1; CIT2-GFP yeast: 96; BCLXL inh: 3

What do the screens show for `COc1cc(NC(=O)c2ccc3nsnc3c2)cc(OC)c1OC`?
MCL1-BIM inh: 1; AGP1-GFP MLPCN: 97; VLA-4 inh: -2; GLD-1 TGE inh: 3; MEX-5 binding: 0.5; GRK2 aptamer HTS: 0; Fam108B inh: -1; CIT2-GFP yeast: 99; BCLXL inh: 7

Results for Cc1nn(-c2ccccc2)c(C)c1C(=O)OCC(=O)NC(=O)NC1CCCC1 ?
MCL1-BIM inh: 0; AGP1-GFP MLPCN: 96; VLA-4 inh: 0; GLD-1 TGE inh: 11; MEX-5 binding: -0.9; GRK2 aptamer HTS: 0; Fam108B inh: -8; CIT2-GFP yeast: 94; BCLXL inh: 2

What do the screens show for `COc1ccc(NC(=O)c2[nH]ncc2[N+](=O)[O-])cc1`?
MCL1-BIM inh: 4; AGP1-GFP MLPCN: 94; VLA-4 inh: 3; GLD-1 TGE inh: -1; MEX-5 binding: 1.6; GRK2 aptamer HTS: 13; Fam108B inh: -3; CIT2-GFP yeast: 105; BCLXL inh: 7

Results for O=C(NC(=S)Nc1ccc2cn[nH]c2c1)c1ccccc1 ?
MCL1-BIM inh: -1; AGP1-GFP MLPCN: 87; VLA-4 inh: -3; GLD-1 TGE inh: 5; MEX-5 binding: 0.0; GRK2 aptamer HTS: 1; Fam108B inh: -5; CIT2-GFP yeast: 89; BCLXL inh: 3

What do the screens show for `COc1ccccc1/C=C/C(=O)c1ccc(Cl)cc1`?
MCL1-BIM inh: 9; VLA-4 inh: 9; GLD-1 TGE inh: 3; MEX-5 binding: 4.0; GRK2 aptamer HTS: 2; Fam108B inh: -5; CIT2-GFP yeast: 103; BCLXL inh: 1

Results for COc1ccc2nc(NC(=O)Cn3cnc4ccccc4c3=O)sc2c1 ?
MCL1-BIM inh: -22; AGP1-GFP MLPCN: 102; VLA-4 inh: 1; GLD-1 TGE inh: -10; MEX-5 binding: -1.5; GRK2 aptamer HTS: 0; Fam108B inh: -7; CIT2-GFP yeast: 90; BCLXL inh: -14

What do the screens show for `COc1ccccc1CNC(=O)COC(=O)c1ccc(S(=O)(=O)N2CCCC2)cc1`?
MCL1-BIM inh: -3; AGP1-GFP MLPCN: 101; VLA-4 inh: -3; GLD-1 TGE inh: 2; MEX-5 binding: -0.1; GRK2 aptamer HTS: 0; Fam108B inh: -1; CIT2-GFP yeast: 97; BCLXL inh: -1

How did Cc1ccccc1C(=O)Nc1ccccc1-c1nnn(CC(=O)Nc2ccc3c(c2)OCCO3)n1 do in these assays?
MCL1-BIM inh: 11; AGP1-GFP MLPCN: 94; VLA-4 inh: -1; GLD-1 TGE inh: 7; MEX-5 binding: 0.4; GRK2 aptamer HTS: 1; Fam108B inh: -17; CIT2-GFP yeast: 94; BCLXL inh: 7

What do the screens show for `O=C(CSc1n[nH]c(-c2cccnc2)n1)Nc1ccc([N+](=O)[O-])cc1Br`?
MCL1-BIM inh: 8; AGP1-GFP MLPCN: 93; VLA-4 inh: 11; GLD-1 TGE inh: 5; MEX-5 binding: -1.8; GRK2 aptamer HTS: 1; Fam108B inh: 0; CIT2-GFP yeast: 90; BCLXL inh: 4

What do the screens show for `COc1ccc(N/C=C2/Sc3ccccc3NC2=O)cc1`?
MCL1-BIM inh: 17; AGP1-GFP MLPCN: 95; VLA-4 inh: 12; GLD-1 TGE inh: 6; MEX-5 binding: -9.6; GRK2 aptamer HTS: 5; Fam108B inh: 3; CIT2-GFP yeast: 103; BCLXL inh: 7

How did CCOC(=O)C1=C(COC(=O)CC(C)c2ccccc2)NC(=O)NC1C (centres undefined) do in these assays?
MCL1-BIM inh: 2; AGP1-GFP MLPCN: 94; VLA-4 inh: 4; GLD-1 TGE inh: 6; GRK2 aptamer HTS: 0; CIT2-GFP yeast: 80; BCLXL inh: 0

How did CC(=O)c1ccc(N2CCN(C(=O)CCCc3nc4ccccc4s3)CC2)cc1 do in these assays?
MCL1-BIM inh: -13; AGP1-GFP MLPCN: 97; VLA-4 inh: 11; GLD-1 TGE inh: -9; MEX-5 binding: 5.1; GRK2 aptamer HTS: 0; Fam108B inh: -1; CIT2-GFP yeast: 98; BCLXL inh: -6

How did Cc1nc(-c2cccc(NS(=O)(=O)c3cccc4ccccc34)c2)cs1 do in these assays?
MCL1-BIM inh: -3; AGP1-GFP MLPCN: 93; VLA-4 inh: 2; GLD-1 TGE inh: 11; MEX-5 binding: -0.7; GRK2 aptamer HTS: 3; Fam108B inh: -9; CIT2-GFP yeast: 83; BCLXL inh: 0

Results for CCc1cc(=O)oc2cc(C)cc(OC(C)C(=O)NC3CCN(Cc4ccccc4)CC3)c12 (centres undefined) ?
MCL1-BIM inh: 2; AGP1-GFP MLPCN: 44; VLA-4 inh: 4; GLD-1 TGE inh: -6; MEX-5 binding: 2.5; GRK2 aptamer HTS: 0; Fam108B inh: 2; CIT2-GFP yeast: 90; BCLXL inh: 4

How did CCOc1ccccc1CNC(=O)CCCn1ncn2c(cc3occc32)c1=O do in these assays?
MCL1-BIM inh: -8; AGP1-GFP MLPCN: 102; VLA-4 inh: 14; GLD-1 TGE inh: -11; MEX-5 binding: -0.2; GRK2 aptamer HTS: 6; Fam108B inh: -4; CIT2-GFP yeast: 101; BCLXL inh: -4

Results for CC1(C)C2CCC(C2)C1C/C=N/NC(N)=S (centres undefined) ?
MCL1-BIM inh: 4; AGP1-GFP MLPCN: 105; VLA-4 inh: 14; GLD-1 TGE inh: -1; MEX-5 binding: 1.9; GRK2 aptamer HTS: 1; Fam108B inh: 2; CIT2-GFP yeast: 96; BCLXL inh: 2

What do the screens show for `Cc1cc(=O)c(C(=O)Nc2cccc(N3CCCC3=O)c2)nn1-c1ccccc1Cl`?
MCL1-BIM inh: 3; AGP1-GFP MLPCN: 95; VLA-4 inh: 6; GLD-1 TGE inh: 6; GRK2 aptamer HTS: 2; CIT2-GFP yeast: 94; BCLXL inh: 0

How did COc1ccc(-c2cc(C(=O)N3CCN(c4ccc(F)cc4)CC3)no2)cc1 do in these assays?
MCL1-BIM inh: 2; AGP1-GFP MLPCN: 97; VLA-4 inh: -1; GLD-1 TGE inh: -6; MEX-5 binding: 0.1; GRK2 aptamer HTS: 0; Fam108B inh: -5; CIT2-GFP yeast: 98; BCLXL inh: 2

Screening results (PubChem BioAssay)
